# Artemis endo inh = blocks endonuclease activity of human Artemis | Q96SD1 | recombinant Artemis, quenched FAM hairpin cleavage fluorescence | inhibition, % at 10 µM | hit rate 0.78% among 30,000 | AID 686954;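 active means at 10 µM dose, at least 30% inhibition, measured as corrected fluorescence normalized to stimulator and neutral control wells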
# Target sequence (Q96SD1 whole entry, looked up): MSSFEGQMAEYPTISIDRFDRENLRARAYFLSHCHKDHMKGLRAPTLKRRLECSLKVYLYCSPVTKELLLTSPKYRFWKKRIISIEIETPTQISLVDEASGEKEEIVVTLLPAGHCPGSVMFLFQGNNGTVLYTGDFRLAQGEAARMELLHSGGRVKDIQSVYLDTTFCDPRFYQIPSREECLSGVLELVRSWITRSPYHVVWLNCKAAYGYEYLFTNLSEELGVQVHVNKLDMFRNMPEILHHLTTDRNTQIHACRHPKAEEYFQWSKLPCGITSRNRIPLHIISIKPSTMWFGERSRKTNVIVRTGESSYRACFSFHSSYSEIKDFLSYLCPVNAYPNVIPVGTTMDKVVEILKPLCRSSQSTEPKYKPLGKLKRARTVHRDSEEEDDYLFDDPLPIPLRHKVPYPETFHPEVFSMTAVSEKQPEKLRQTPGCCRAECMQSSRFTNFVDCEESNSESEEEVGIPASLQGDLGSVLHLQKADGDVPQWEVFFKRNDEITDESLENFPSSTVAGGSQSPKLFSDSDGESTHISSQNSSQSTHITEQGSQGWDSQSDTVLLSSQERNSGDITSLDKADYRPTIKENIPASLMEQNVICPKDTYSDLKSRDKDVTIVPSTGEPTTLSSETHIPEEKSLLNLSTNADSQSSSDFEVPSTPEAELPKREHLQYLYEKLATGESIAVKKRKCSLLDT
# An asterisk follows results filed as active. Not all compounds are listed; count on the stated rates, not on these rows.
smiles	Artemis endo inh
CCC(Sc1ncccn1)C(=O)Nc1cc(C)on1 (stereo unspecified)	-2
CCOC(=O)C1C(=O)CC(C)(O)C(C(=O)OCC)C1c1ccc(OC)cc1 (stereo unspecified)	5
COc1ccc(-n2cnnc2SCC(=O)NC2CCS(=O)(=O)C2)cc1 (stereo unspecified)	-3
Cc1c(C2(c3c(C)n(C)n(-c4ccccc4)c3=O)C(=O)Nc3ccc(F)cc32)c(=O)n(-c2ccccc2)n1C	1
CCOc1ccc(CN(Cc2ccco2)C(c2cccs2)c2nnnn2C(C)(C)C)cc1 (stereo unspecified)	-1
CN(C)c1ccc(-n2cc3c(=O)n(C)c(=O)n(C)c3c2)cc1	1
Cc1ccnc(NC(=O)C2CCN(S(=O)(=O)c3cccc4nonc34)CC2)c1	-2
CCOc1ccc(OCC)c(NC(=O)CN2CCN(C(=O)c3ccco3)CC2)c1	5
Cc1ccc(-c2nc3ncccn3c2NC2CCCC2)o1	0
Cc1nn(Cc2ccc(Cl)cc2)c2sc(C(=O)OCC(N)=O)cc12	0
Cc1c(Cl)cccc1NC(=O)CSc1ncnc2c1cnn2CCc1ccccc1	4
CCc1nnc(-n2nc(C)cc2-c2ccccc2)n1N	-4
CCc1ccc2[nH]c(=O)c(CN(Cc3ccc(OC)cc3)Cc3nnnn3CCOC)cc2c1	10
CN(C)S(=O)(=O)c1cccc(-c2nnc(SCc3ccc4c(c3)OCCO4)o2)c1	-3
Cc1cc([N+](=O)[O-])nn1CC(=O)N1CCc2ccccc2C1	19
CCn1c(SCc2nc3ccccc3s2)nnc1-c1ccccc1	-9
CSc1nc2ccccc2n1C(=O)NC1CCCCC1	-1
O=C(C1CCCN(S(=O)(=O)c2ccccc2)C1)N1CCN(c2ncccn2)CC1 (stereo unspecified)	5
O=C(c1ccsc1)N1CCN(C(=O)c2cccs2)CC1	-2
COc1ccccc1NC(=O)c1ccc(CN2CCOCC2)cc1	0
CC(NCc1ccccc1)C1COc2ccccc2O1 (stereo unspecified)	1
Cn1c(=O)c2cn(-c3ccc4c(c3)OCCO4)cc2n(C)c1=O	13
CCn1c(CC(=O)Nc2ccccc2F)nnc1SCC(=O)N1CCN(c2ccccc2)CC1	-11
Cc1ccc(NC(=O)c2ccc(CSc3nnnn3C)cc2)cc1	-3
COc1ccc(C2CC(=O)Nc3cc(C)c(C)cc32)c(OC)c1OC (stereo unspecified)	-1

# Reformatted as labelled records: part of the list above.
> Cc1nn(Cc2ccc(Cl)cc2)c2sc(C(=O)OCC(N)=O)cc12
- Artemis endo inh: 0

> Cc1c(Cl)cccc1NC(=O)CSc1ncnc2c1cnn2CCc1ccccc1
- Artemis endo inh: 4

# Additional structures follow.
smiles	Artemis endo inh
Cc1ccc(N(CC(=O)Nc2ccccc2C(=O)NCc2ccco2)S(=O)(=O)c2ccccc2)cc1C	2
COC(=O)c1cc(Br)c(=O)n(Cc2cccnc2)c1	1
CCCCOC(=O)c1ccc(NC(=O)Nc2ccc(OC)c(OC)c2)cc1	-7
CCOc1ccc(/C=N/N(C)c2ccccc2)cc1OC	-1
O=C(Nc1cccc(S(=O)(=O)C(F)F)c1)c1ccc(S(=O)(=O)N2CCOCC2)cc1	2
COC(=O)C1=C(O)/C(=C\c2ccc(CNC(=O)C(=O)Nc3ccc(C)c(C)c3)o2)N=C1C	26
COc1ccc(/C=C/C(=O)NC(=S)NNC(=O)Cc2cccs2)cc1	2
O=C(NC1CCCc2ccccc21)c1cccnc1 (stereo unspecified)	-2
O=C(Cn1cnc2ccc(Br)cc2c1=O)c1cccs1	25
CC(=O)N1CCCc2cc(S(=O)(=O)N(C)Cc3ccccc3)ccc21	-6
Cc1c(OC(=O)c2ccc([N+](=O)[O-])cc2)c2c(c[n+]1C)COC(C)(C)OC2	-5
O=C(Nc1ccccc1)c1cc(-c2ccccc2Cl)no1	5
CN(C)c1nc(-c2ccccc2)nc(-c2ccc(Cl)cc2)c1C#N	-2
COC(=O)c1c(C)[nH]c(C(=O)OCC(=O)NCC(C)C)c1C	-4
Cn1cnc([N+](=O)[O-])c1Nc1ccccc1O	-1
CCOC(=O)c1ccccc1NC(=O)c1c(O)c2ccccc2n(CC)c1=O	20
O=C(NCCN1CCCCCC1)C1CCN(S(=O)(=O)N2CCOCC2)CC1	-6
Cc1cc(C)cc(N(C(C)C(=O)N2CCCCC2)S(C)(=O)=O)c1 (stereo unspecified)	-6
CCCCNC(=O)CC1N=C2c3ccccc3N=C(SCC(=O)Nc3ccccc3C)N2C1=O (stereo unspecified)	5
CN(Cc1nc2ccccc2n1C)S(=O)(=O)c1ccc(Cl)cc1	-6
CCCCN(CC)C(=O)CN1C(=O)c2ccccc2C1=O	-8
CCN(CC)CCNC(=O)c1ccccc1N	8
Cc1cc(Cl)c(S(=O)(=O)NC2CCCCC2)cc1OCC(=O)Nc1nncs1	-3
COc1ccc(-n2c(O)c(C=NC3CC3)c(=O)[nH]c2=O)cc1	2
CC(=O)Oc1ccccc1C1OC(=O)c2ccccc2N1C(C)=O (stereo unspecified)	-3

# Next structures
smiles	Artemis endo inh
O=C(CSc1nnc(CNC(=O)c2cccs2)o1)c1ccccc1	-6
COc1cccc(OC)c1C(=O)N1CCN(Cc2ccccc2C)CC1	-5
COC(=O)C1=C(C)NC(=O)NC1c1cccc(OC)c1OCc1ccccc1 (stereo unspecified)	-3
O=C(NC1CCCCCC1)c1cc2n(n1)C(C(F)(F)F)CC(c1ccco1)N2 (stereo unspecified)	-3
COC(=O)c1ccc(NC(=O)C(C)Oc2ccccc2)cc1 (stereo unspecified)	-4
Cc1ccc(NC(=O)c2ccc3c(c2)OCCO3)cc1	-7
CCOC(=O)C1C(=O)NC(c2ccccc2)=NC1c1ccc(F)cc1 (stereo unspecified)	0
O=C(NC1CCCCCCC1)NC1CCCCC1	-4
CSCCC(NS(=O)(=O)c1ccc(Cl)cc1)C(=O)OCC(=O)NC1CCCCC1 (stereo unspecified)	-2
COC(=O)Cn1c(CCS(=O)(=O)c2ccc(Cl)cc2)nc2ccccc21	-2
O=S1(=O)c2ccccc2N=NN1Cc1ccc(Cl)cc1	11
COc1ccc(N2C(=O)CCC(C(=O)N3CCCCC3)C2c2ccc(F)cc2)cc1 (stereo unspecified)	0
C=CCn1c(=N)n(CC(=O)OC)c2ccccc21	0
O=C(CN(C(=O)CNC(=O)c1ccco1)c1ccc2c(c1)OCO2)NC1CCCCC1	-3
CCC(O)c1cc2c(cc1NC(=O)c1ccc(C)cc1)OCCO2 (stereo unspecified)	-2
CCN1C(=O)c2ccc(C(=O)Nc3nccs3)cc2C1=O	6
O=C(Nc1nccs1)C(NS(=O)(=O)c1ccc(Br)s1)c1ccccc1 (stereo unspecified)	3
O=C(Cc1cccs1)Nc1ccc(S(=O)(=O)Nc2ncccn2)cc1	2
CC(NC(=O)CSc1nc2c(c(C(F)(F)F)n1)CCc1ccccc1-2)c1ccccc1 (stereo unspecified)	21
CCN(CC)c1ncnc2sc3c(c12)CCC3	1
Nc1nc(Nc2ccc(Cl)cc2Cl)nc(C(F)(F)F)n1	2
NS(=O)(=O)c1ccc(CCNc2nc(CN3CCOCC3)nc3sc4c(c23)CCC4)cc1	6
Cc1onc(-c2ccccc2)c1C(=O)N1CCCSC1=Nc1ccccc1	-2
O=C(CCC1COc2ccccc2O1)NCc1ccco1 (stereo unspecified)	-3
COc1ccc(S(=O)(=O)N2CCCC(C(=O)NCCC3=CCCCC3)C2)cc1 (stereo unspecified)	-4

# The final five records of the part before open the next one:
smiles	Artemis endo inh
Nc1nc(Nc2ccc(Cl)cc2Cl)nc(C(F)(F)F)n1	2
NS(=O)(=O)c1ccc(CCNc2nc(CN3CCOCC3)nc3sc4c(c23)CCC4)cc1	6
Cc1onc(-c2ccccc2)c1C(=O)N1CCCSC1=Nc1ccccc1	-2
O=C(CCC1COc2ccccc2O1)NCc1ccco1 (stereo unspecified)	-3
COc1ccc(S(=O)(=O)N2CCCC(C(=O)NCCC3=CCCCC3)C2)cc1 (stereo unspecified)	-4
CC(C(=O)Nc1ccc(F)c(F)c1F)N1CCCCCC1 (stereo unspecified)	-3
FC(F)(F)c1cccc(NC(=S)Nc2cccc(Cl)c2)c1	-5
Cc1ccc(C(=O)CC2(O)C(=O)N(CCc3ccccc3)c3ccc(Br)cc32)o1 (stereo unspecified)	8
O=S(=O)(c1cnccc1N1CCN(/N=C/c2ccc(Cl)cc2)CC1)N1CCCCC1	8
CC(=O)c1cc(C)ccc1OC(=O)c1cccnc1	3
O=C(Cn1nc(C(F)(F)F)c2c1CCC2)NCc1ccc(Cl)cc1	-3
COC(=O)CSc1snnc1-c1ccc(F)cc1	0
COc1ccc(-c2cnc(SCC(=O)Nc3ccc4c(c3)OCO4)n2Cc2ccco2)cc1	14
O/N=C1/CCSc2ccccc21	-7
CC(=O)N1CCN=C1SCc1cccc(C(F)(F)F)c1	7
O=C(CSc1nnc(-c2ccco2)o1)NC1CCCCCC1	-9
O=C(O)CN1C(=O)CNC1=O	-1
CC(C)(C)NC(=O)CSc1nc2ccccc2n1-c1ccccc1	-3
CCCCN(Cc1ccccc1)S(=O)(=O)c1ccc2[nH]c(=O)oc2c1	18
COc1ccc(-c2nc(SC)n(S(=O)(=O)c3ccccc3)n2)cc1	4
Cc1ccc(OCC(=O)Nc2ccccc2N2CCOCC2)c(C)c1	2
CCCCn1c(=O)[nH]c(=O)c2c1nc(CN1C(=O)c3ccccc3S1(=O)=O)n2CCC	1
COc1ccc(Oc2cc(C)c3cccc(C)c3n2)cc1	-4
CC(C)CCn1c(SCC(=O)c2ccccc2)nc2c1c(=O)[nH]c(=O)n2C	11
Clc1ccc(-c2n[nH]c3c2CCC3)cc1Cl	10
CCOC(=O)CNC(=O)CSc1nnc(-c2cccc(OC)c2)n1CC	0
COC(=O)c1sccc1NC(=O)/C=C/c1c(Cl)cccc1Cl	2
O=C(Cn1ccc2ccccc2c1=O)N1CCN(c2cccc(Cl)c2)CC1	-4
CC(O)c1cc2c(cc1NC(=O)c1cnn3c1NC(c1ccco1)CC3C(F)(F)F)OCO2 (stereo unspecified)	8
Cc1cc(C)n(CCc2nc(-c3cccs3)cs2)n1	2

# (list continues)
smiles	Artemis endo inh
N#CC1=C(N)OC2=C(C(=O)CC(c3ccco3)C2)C1c1ccc(OCc2c(F)cccc2Cl)cc1 (stereo unspecified)	26
CCCS(=O)(=O)N1CCN(C(=O)CCC2CCCC2)CC1	-8
Cc1cc(C)c2c(=O)[nH]n(C(C)C)c2n1	5
Cn1c(Sc2ccc(Cl)cc2)c(C=O)c2ccccc21	11
O=C(COc1ccc(Cl)cc1)Nc1cnn(Cc2c(Cl)cccc2Cl)c1	6
COc1ccc(C(=O)Nc2ccccc2N2CCN(C(=O)C(C)C)CC2)cc1Cl	-3
O=S(=O)(NCC(O)COCc1ccco1)c1cccs1 (stereo unspecified)	-4
Cc1cc(=O)[nH]c(SCC(=O)N2CCN(C(c3ccccc3)c3ccccc3)CC2)n1	-1
O=C(NCCCN1CCCC1)Nc1cccc2ccccc12	-4
CCCOc1ccccc1C1CC(=O)NC2=C1C(=O)CCC2 (stereo unspecified)	-5
C=C(C)COc1ccc(-c2nc(N)ncc2Oc2ccc(OC)cc2)c(O)c1	2
Cn1c(=O)oc2cc(C(=O)c3ccccc3)ccc21	-6
O=c1c2c(n3nnnc3n1-c1ccccc1)-c1ccccc1CC21CCCC1	-2
O=C1CC(=C(c2ccccc2)c2ccccc2)C(=O)N1CCN1CCN(c2cccc(Cl)c2)CC1	6
COc1ccc(CCN2C(=O)c3ccncc3C2=O)cc1OC	0
CC1(C)Cc2c(C#N)c(NCCc3ccccc3)nc(-c3ccco3)c2CO1	18
Cc1cc(C)c(C#N)c(SCc2ccc(C#N)cc2)n1	-1
CCSC1=NC(=O)/C(=C2/C=Cc3ccccc3N2CC)S1	1
c1coc(Cn2c(-c3ccco3)nc3ccccc32)c1	9
COc1ccc(C(=O)CSc2nnnn2Cc2ccccc2)cc1	4
N#Cc1c(NCCN)nc(-c2ccco2)c2c1CCCC2	21
COC(=O)Cn1nc(C)c2ccccc2c1=O	4
CCc1ccc(NS(=O)(=O)c2ccc3[nH]cc(C(=O)NCC4CCCO4)c(=O)c3c2)cc1 (stereo unspecified)	10
Cc1ccccc1Oc1ncnc2oc(-c3ccccc3)cc12	-1
O=C(Nc1cccc2ccccc12)c1ccc(Cn2cc(Cl)cn2)cc1	4

# An excerpt of these results, with each value named:
COc1ccc(C(=O)CSc2nnnn2Cc2ccccc2)cc1
- Artemis endo inh: 4
O=c1c2c(n3nnnc3n1-c1ccccc1)-c1ccccc1CC21CCCC1
- Artemis endo inh: -2
O=C1CC(=C(c2ccccc2)c2ccccc2)C(=O)N1CCN1CCN(c2cccc(Cl)c2)CC1
- Artemis endo inh: 6
N#CC1=C(N)OC2=C(C(=O)CC(c3ccco3)C2)C1c1ccc(OCc2c(F)cccc2Cl)cc1 (stereo unspecified)
- Artemis endo inh: 26

# Continuation.
smiles	Artemis endo inh
CCC(=O)c1ccc(OCC(O)Cn2c(C)nc3ccccc32)cc1 (stereo unspecified)	-1
O=C1CC(N2CCN(c3ccc(F)cc3)CC2)C(=O)N1Cc1ccc(N2CCCC2=O)cc1 (stereo unspecified)	-7
O=C(CCN1CCN(c2ccc(F)cc2)CC1)Nc1ccccc1F	-1
Cn1c(Cc2ccccc2)nnc1SCCC(=O)Nc1ccccc1	-9

# Quoted at random: 3 records from the list
smiles	Artemis endo inh
O=C1CC(N2CCN(c3ccc(F)cc3)CC2)C(=O)N1Cc1ccc(N2CCCC2=O)cc1 (stereo unspecified)	-7
O=C(CCN1CCN(c2ccc(F)cc2)CC1)Nc1ccccc1F	-1
CCC(=O)c1ccc(OCC(O)Cn2c(C)nc3ccccc32)cc1 (stereo unspecified)	-1

# Compound activity: PubChem BioAssay, Sanford-Burnham Center for Chemical Genomics
